H9c2 TAG inh: triacylglycerol accumulation inhibition | H9c2 cells, Nile Red lipid (TAG) fluorescence; cells loaded with 200 µM oleic acid | inhibition, % at 12.5 µM | 230,000 tested, 0.66% active;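 active = pattern-corrected inhibition of lipid staining of at least 50% with the nuclear-stain viability signal not falling by more than 50%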;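 note: 0% = DMSO wells and 100% = triacsin C control wells; some results filed as inactive read as strong as hits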
H9c2 TAG inh DAPI viability: recorded beside H9c2 TAG inh, whose call it bears; DAPI nuclei signal change (viability), lower = more cytotoxic, %;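 whole-well DAPI fluorescence read on a plate reader as a viability signal; minus 50 percent equals half of cells still viable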
* hit, by the source's call; & = joins results of further samples. A portion of the library. The share of hits here may be higher or lower than overall.

[1] COc1ccccc1C1CC2CCC(C1OC(C)=O)N2Cc1ccccc1 (stereo not drawn)
[2] COc1ccccc1OCC#CCN1CCCC(C)C1 (stereo not drawn)
[3] CCC(=NCc1ccc2c(c1)OCO2)c1c(O)n(C2CCCCC2)c(=O)[nH]c1=O
[4] CN(C(=O)COC(=O)c1cn(C)c2ccccc12)C1CCCCC1
[5] C[C@]12CC[C@H](O)C[C@H]1CC[C@@H]1C2CC[C@]2(C)[C@@H](C3=CC(=O)OC3)[C@@H](O)C[C@]12O (stereo partly drawn)
[6] COc1cccc([C@@]2(O)CCCC[C@@H]2CN(C)C)c1
[7] COCCOC(=O)c1c(N)n(Cc2ccco2)c2nc3ccccc3nc12
[8] CCOC(=O)c1ccc2c(c1)n(Cc1ccccc1)c(C)[n+]2CC
[9] Cc1nn(CC(C)C)c(Cl)c1C(=O)O
[10] CN(C)[C@@H]1C(=O)C(C(N)=O)=C(O)[C@@]2(O)C(=O)C3=C(O)c4c(O)cccc4[C@@](C)(O)C3[C@H](O)C12 (stereo partly drawn)
assay / entry | 1 | 2 | 3 | 4 | 5 | 6 | 7 | 8 | 9 | 10
H9c2 TAG inh | -8 | -7 | -122 | 17 | 14 | 9 | -4 | -8 | 9 | 7&-4
H9c2 TAG inh DAPI viability | -8 | 2 | -1 | 0 | -3 | 7 | 19 | 13 | 0 | 1&-3

[11] COC(=O)C1=C(c2cc3ccccc3o2)C[C@@H]2CC[C@H]1N2C(=O)N1CCC(C)CC1
[12] COc1cc(C)c(CN2CCN(c3ccccc3)CC2)cc1C
[13] CN(CCc1nnc(N)s1)[N+](=O)[O-]
[14] COC(=O)C1=C(c2ccccc2)C[C@@H]2CC[C@H]1N2C(=O)NCc1ccccc1
[15] CCC(C)n1c(O)c(/C=N/Nc2nc3c(c(=O)n(C)c(=O)n3C)n2C)c(=O)[nH]c1=S (stereo not drawn)
[16] Cn1cc(C(=O)c2ccccc2)c2ccccc21
[17] O=C(Nc1ccccc1Cl)OC1CN2CCC1CC2 (stereo not drawn)
[18] Cc1c(C(=O)C(=O)N2CCC3(CC2)OCCO3)c2ccccc2n1C
[19] OC(Cn1c2ccccc2c2ccccc21)C[n+]1ccccc1 (stereo not drawn)
[20] O=[N+]([O-])c1cc(O)c(O)c([N+](=O)[O-])c1
assay / entry | 11 | 12 | 13 | 14 | 15 | 16 | 17 | 18 | 19 | 20
H9c2 TAG inh | -27 | 13 | -2 | -26 | 3 | 0 | 7 | -51 | 3 | -2
H9c2 TAG inh DAPI viability | 4 | -16 | -11 | 2 | -4 | 7 | -6 | 5 | 17 | -15

[21] CCCCCCn1c(O)c(C=NCCN2CCCCC2)c(=O)[nH]c1=O
[22] CC(=O)NC(Cc1ccc(N(CCCl)CCCl)cc1)C(=O)NC(CC(C)C)C(=O)O (stereo not drawn)
[23] COc1ccc2c(c1)C1(C)CCN(C)CC(C1)C2O (stereo not drawn)
[24] NNP(=O)(CC(=O)c1ccccc1)c1ccccc1 (stereo not drawn)
[25] O=C(OCC(=O)c1ccc([N+](=O)[O-])cc1)/C(=C/c1ccc(Cl)cc1)NC(=O)c1ccccc1
[26] C[C@H]1CN([C@@H](C)CO)C(=O)CCCn2nncc2CO[C@H]1CN(C)C(=O)Oc1cccc2ccccc12
[27] NCCc1c[nH]c2ccc(OCc3ccccc3)cc12
[28] COc1cccc(N2C(=O)NC(=O)C3(Cc4cc(C)ccc4N(C)C3)C2=O)c1 (stereo not drawn)
[29] c1ccc(C(OCCN2CCN(c3ncccn3)CC2)c2ccccc2)cc1
[30] COC(=O)C1=C(c2ccc(F)cc2F)C[C@@H]2CC[C@H]1N2C(=O)NCc1ccc2c(c1)OCO2
assay / entry | 21 | 22 | 23 | 24 | 25 | 26 | 27 | 28 | 29 | 30
H9c2 TAG inh | -1 | 12 | 20 | -1 | -10 | -5 | 21 | -5 | -19 | -7
H9c2 TAG inh DAPI viability | 3 | -18 | -5 | 2 | -3 | 1 | -8 | -3 | -5 | 1

Four of the compounds above, as a markdown table.
| entry | structure | H9c2 TAG inh | H9c2 TAG inh DAPI viability |
| --- | --- | --- | --- |
| 23 | COc1ccc2c(c1)C1(C)CCN(C)CC(C1)C2O (stereo not drawn) | 20 | -5 |
| 24 | NNP(=O)(CC(=O)c1ccccc1)c1ccccc1 (stereo not drawn) | -1 | 2 |
| 25 | O=C(OCC(=O)c1ccc([N+](=O)[O-])cc1)/C(=C/c1ccc(Cl)cc1)NC(=O)c1ccccc1 | -10 | -3 |
| 26 | C[C@H]1CN([C@@H](C)CO)C(=O)CCCn2nncc2CO[C@H]1CN(C)C(=O)Oc1cccc2ccccc12 | -5 | 1 |

Additional compounds follow:
[31] CCN(CC)C(=O)c1ccc(NC(=O)Nc2ccccc2F)cc1
[32] O=[N+]([O-])/C(Cl)=C1\NCCN1Cc1ccc(Cl)nc1
[33] OC1/C(=C/c2ccccc2C(F)(F)F)N2CCC1CC2 (stereo not drawn)
[34] COc1ccc2c(c1)C13CCCC[C@@H]1C(C2)N(C)CC3 (stereo partly drawn)
[35] CN1CCCN(C(=O)COc2cccc(C(F)(F)F)c2)CC1
assay / entry | 31 | 32 | 33 | 34 | 35
H9c2 TAG inh | -2 | 3 | -2 | 15 | -2
H9c2 TAG inh DAPI viability | -9 | 2 | 11 | -4 | -4

4 entries drawn at random from those above, as already listed:
[33] OC1/C(=C/c2ccccc2C(F)(F)F)N2CCC1CC2 (stereo not drawn)
[35] CN1CCCN(C(=O)COc2cccc(C(F)(F)F)c2)CC1
[34] COc1ccc2c(c1)C13CCCC[C@@H]1C(C2)N(C)CC3 (stereo partly drawn)
[31] CCN(CC)C(=O)c1ccc(NC(=O)Nc2ccccc2F)cc1
assay / entry | 33 | 35 | 34 | 31
H9c2 TAG inh | -2 | -2 | 15 | -2
H9c2 TAG inh DAPI viability | 11 | -4 | -4 | -9

Source: PubChem BioAssay
